# sEH act: soluble epoxide hydrolase activators, primary screen, biochemical, human sEH. 91,000 tested, 0.04% active. Bifunctional epoxide hydrolase 2 (Homo sapiens), P34913. purified human sEH enzymatic activity, activator screen. activation, % at 2 µM; in the data active = activation above about 37%; also: values of inactives mirror those of a sister screen read the other way
# ERa SRC1 inh: ERα–SRC-1 coactivator interaction inhibitors, primary screen, biochemical, TR-FRET, ERα LBD, estradiol-bound; Estrogen receptor (Homo sapiens), P03372; TR-FRET ER-alpha LBD / SRC-1 peptide; inhibition, % at 25.6 µM; 86,000 tested, 1.7% active; in the data active = inhibition above about 50%;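 also: 0% = receptor plus peptide control and 100% = peptide only without receptor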
# Target sequence (P03372 whole entry, looked up, the tested form may be a part): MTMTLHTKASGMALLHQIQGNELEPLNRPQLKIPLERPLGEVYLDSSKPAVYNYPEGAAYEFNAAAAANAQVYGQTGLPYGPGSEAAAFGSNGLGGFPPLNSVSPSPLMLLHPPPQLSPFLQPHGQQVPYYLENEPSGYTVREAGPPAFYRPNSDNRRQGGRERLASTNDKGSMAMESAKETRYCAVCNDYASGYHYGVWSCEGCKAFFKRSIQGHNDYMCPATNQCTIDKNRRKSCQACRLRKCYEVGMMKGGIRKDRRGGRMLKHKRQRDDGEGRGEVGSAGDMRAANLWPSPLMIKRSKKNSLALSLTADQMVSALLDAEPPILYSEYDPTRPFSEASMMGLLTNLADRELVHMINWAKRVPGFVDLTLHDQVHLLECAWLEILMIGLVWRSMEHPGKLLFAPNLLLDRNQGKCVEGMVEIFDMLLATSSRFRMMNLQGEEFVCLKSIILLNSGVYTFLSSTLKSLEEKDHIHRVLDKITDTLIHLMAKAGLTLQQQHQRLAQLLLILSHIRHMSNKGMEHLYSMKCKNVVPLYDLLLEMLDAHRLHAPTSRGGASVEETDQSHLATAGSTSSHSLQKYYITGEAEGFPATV
# ERb coact inh: inhibitors of ERβ-SRC1 coactivator interaction, primary screen, biochemical, TR-FRET, ERβ LBD, SRC-1 peptide | Estrogen receptor beta (Homo sapiens), Q92731 | TR-FRET ER-beta LBD / SRC1-Cy5 peptide binding; receptor agonist-loaded with 1 µM estradiol | inhibition, % at 25.6 µM | 86,000 tested, 1.3% active | AID 633, 2007;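 active = compounds whose percent inhibition of the receptor-coactivator binding signal exceeds about 50% in the single-dose screen, limit read from the data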;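 also: 0% = receptor plus peptide wells without compound and 100% = peptide-only wells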
# H69AR growth 86K: proliferation blockers of H69AR lung cancer cells, primary screen, cell-based, human, 86K library; H69AR lung tumor viability, ATP luminescence, 72 h; active compounds read low; viability, % at 10 µM; 85,000 tested, 6% active; AID 598, 2007;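 active = viability at or below 40%; inactive = viability above 40%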;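 also: multidrug resistant small cell line overexpressing MRP-1 efflux transporter; 100% = mean luminescence of untreated control wells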
# Fibroblast inh: antiproliferative effect on LL 47 fibroblasts – human, LL 47 cells, CellTiter-Glo luminescence, primary screen; LL 47 human lung fibroblast viability, ATP luminescence; active compounds read low; viability, % at 10 µM; 85,000 tested, 1.1% active;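 active = viability at or below 50% in the single dose screen; inactive = viability above 50%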;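 also: compound exposure lasted 72 h before the ATP readout; 100% = median luminescence of untreated cell-only wells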
#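 Material: human lung fibroblast line LL 47, low passage; Evaluation: viability percentage against median untreated-cell control; Buffer or medium: 15% FBS in IMEM; Incubation: 72 h compound exposure at 37 °C after overnight plating; Dosing: 0.1% DMSO in all compound wells; Measured by: CellTiter-Glo luminescence.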
# Candida biofilm: clotrimazole potentiators killing Candida biofilms, primary screen, with clotrimazole, Alamar Blue | C. albicans biofilm + clotrimazole | inhibition, % at 6 µM | 85,000 tested, 0.14% active;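 active = inhibition above 20%; inactive = inhibition below 20%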;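 also: preformed 24 hr biofilms exposed to compound for 48 hr; 0% = biofilm without compound and 100% = blank killed by clotrimazole plus chlorhexidine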
# HUVEC prolif 384: inhibitors of HUVEC proliferation, primary screen, cell-based, 384-well. CellTiter-Glo luminescence, 72 h; active compounds read low. viability, % at 10 µM (by protocol). 86,000 tested, 1.1% active. AID 648, 2007;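 active = viability at or below 30%; inactive = viability above 30%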;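 also: 100% = median luminescence of DMSO-only cell control wells on each plate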
# ERa coact pot: enhancers of ERα–SRC-1 coactivator binding, primary screen, biochemical, TR-FRET, ERα LBD, low estradiol; coactivator binding (% of control), % at 25.6 µM; AID 639, 2007; 86,000 tested, 1.3% active; TR-FRET ERalpha-LBD/SRC-Cy5 coactivator binding, 2 h; 100 = basal binding, no effect; in the data active = activity above about 200%;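 also: binding measured in presence of low estradiol as agonist stimulus; 0% = peptide alone without receptor and 100% = receptor with peptide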
# Smad3 FoxH1 inh: Smad3/FoxH1 peptide binding inhibitors, primary screen, biochemical, TR-FRET; Mothers against decapentaplegic homolog 3 (Homo sapiens), P84022; TR-FRET Smad3/Dy647-FoxH1 peptide binding, europium anti-His; inhibition, % at 25 µM; 88,000 tested, 0.29% active; AID 630, 2007;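 active = compounds that reduce the energy-transfer binding signal between the protein and its labelled peptide by more than half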;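 also: 0% = Smad3 plus labelled peptide maximal FRET and 100% = peptide-only background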
# Target sequence (P84022 whole entry, looked up): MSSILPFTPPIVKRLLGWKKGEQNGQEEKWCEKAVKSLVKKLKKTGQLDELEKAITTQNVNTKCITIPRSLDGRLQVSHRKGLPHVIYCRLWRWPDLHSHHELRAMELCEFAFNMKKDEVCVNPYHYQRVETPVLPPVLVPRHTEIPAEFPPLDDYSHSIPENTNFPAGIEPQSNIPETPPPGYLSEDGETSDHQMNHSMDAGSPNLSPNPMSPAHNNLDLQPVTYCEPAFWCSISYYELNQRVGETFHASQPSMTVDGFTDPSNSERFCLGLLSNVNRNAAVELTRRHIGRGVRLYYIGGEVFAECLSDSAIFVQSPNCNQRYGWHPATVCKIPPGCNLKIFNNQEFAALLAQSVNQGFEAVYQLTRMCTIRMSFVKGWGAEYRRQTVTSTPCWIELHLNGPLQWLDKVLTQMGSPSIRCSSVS
# An asterisk follows results filed as active; . = not tested or not shown; [ ] = another dose, or the depositor's remark.
SMILES,sEH act,ERa SRC1 inh,ERb coact inh,H69AR growth 86K,Fibroblast inh,Candida biofilm,HUVEC prolif 384,ERa coact pot,Smad3 FoxH1 inh
COCC(C)n1c(C)cc(C(=O)COc2ccc(S(=O)(=O)N3CCOCC3)cc2Cl)c1C (stereo not drawn),.,-6.0,4.3,78.0,94.6,5.1,91.1,100.0,-11.4
COC(=O)C1(CCSC)NC(c2ccccc2OC)C2C(=O)N(C)C(=O)C21 (stereo not drawn),.,-5.1,-7.2,94.3,95.0,9.9,93.5,131.1,1.1
CCC(C)(C)n1nnnc1C(c1ccc(OC)c(OC)c1)N1CCN(c2ccc(F)cc2)CC1 (stereo not drawn),-7.8,-6.5,-4.9,65.0,92.5,4.6,98.5,126.4,10.4
COc1ccc(OC)c(-c2c[n+](=O)c3c(n2[O-])CCCC3)c1,.,4.8,17.4,105.7,97.2,-1.7,99.8,75.2,8.8
CCCCCCCCCS(=O)(=O)N/N=C/c1cccc([N+](=O)[O-])c1,-0.3,-1.1,1.1,89.9,105.0,5.0,94.4,94.0,17.3
COc1cc(Br)cc2cc(C(=O)OC3CCN(C)CC3)c(=O)oc12,4.7,5.4[fluorescence artefact?],14.3[fluorescence artefact?],35.8*,101.4,6.4,94.9,93.6,-5.1
Cc1cccc(-n2ncc3c(N4CC(C)CC(C)C4)ncnc32)c1 (stereo not drawn),.,-4.7[fluorescence artefact?],-9.7[fluorescence artefact?],77.9,87.3,6.8,108.9,111.9,6.7
CCCCCn1c(SCC#N)nc2cc(C(=O)NC3CCCCC3)ccc2c1=O,.,40.0[fluorescence artefact?],37.0[fluorescence artefact?],53.4,47.7*,1.8,67.1,164.0[fluorescence artefact?],20.6[fluorescence artefact?]
CCOC(=O)CNC(=O)c1ccc2c(c1)OCCO2,-5.6,-19.3,-23.1[fluorescence artefact?],94.1,91.1,8.2,100.7,112.1,-1.2
CCCOC(=O)CCn1c(=S)oc2ccccc21,.,1.3,2.8,98.4,98.0,-1.8,94.7,90.8,1.7
CC(/C=C/c1ccc(Cl)o1)=C\C(=O)O,4.3,3.6[fluorescence artefact?],19.1[fluorescence artefact?],78.9,88.5,4.0,101.0,84.6[fluorescence artefact?],-0.7
CCOC(=O)NCN1C(=O)C2C3C=CC(C3)C2C1=O (stereo not drawn),-2.8,-6.5,14.6[fluorescence artefact?],103.9,97.6,10.4,98.8,93.5,-14.2
CCN1c2ccccc2-c2nc3ccccc3n2C1c1cccnc1 (stereo not drawn),-6.6,-54.3[fluorescence artefact?],-22.7,46.9,93.7,-1.6,88.0,101.5,1.5
CCc1ccc(CCC(=O)Nc2ccc(C)cc2C)o1,-20.6,-1.2,-8.0,85.8,87.8,.,65.7,120.6,-0.3
[O-]/C(=C(\C(=S)NCc1ccco1)[n+]1ccccc1)c1ccccc1Br,.,6.9,7.1,90.3,106.9,6.2,105.5,89.0,1.2

# An excerpt of the results above, for reference:
SMILES,sEH act,ERa SRC1 inh,ERb coact inh,H69AR growth 86K,Fibroblast inh,Candida biofilm,HUVEC prolif 384,ERa coact pot,Smad3 FoxH1 inh
COCC(C)n1c(C)cc(C(=O)COc2ccc(S(=O)(=O)N3CCOCC3)cc2Cl)c1C (stereo not drawn),.,-6.0,4.3,78.0,94.6,5.1,91.1,100.0,-11.4
COC(=O)C1(CCSC)NC(c2ccccc2OC)C2C(=O)N(C)C(=O)C21 (stereo not drawn),.,-5.1,-7.2,94.3,95.0,9.9,93.5,131.1,1.1

# (further entries)
SMILES,sEH act,ERa SRC1 inh,ERb coact inh,H69AR growth 86K,Fibroblast inh,Candida biofilm,HUVEC prolif 384,ERa coact pot,Smad3 FoxH1 inh
CN(Cc1ccccc1)c1nc2c(c(=O)[nH]c(=O)n2C)n1CCSc1nc2ccccc2[nH]1,8.0,11.4[fluorescence artefact?],-19.7[fluorescence artefact?],84.0,99.6,0.7,95.2,109.5,-6.7
Cc1c(NC(=O)C2(c3ccc(Cl)cc3)CCCC2)c(=O)n(-c2ccccc2)n1C,5.3,1.4,9.7,82.7,96.9,4.7,87.9,85.8,8.2
CCOC(=O)C1C2C=CC3(CN(c4ccccc4CC)C(=O)C13)O2 (stereo not drawn),0.9,-13.2,-7.8,83.5,97.7,-4.6,93.7,114.1,0.9
CCOC(=O)CSC1=Nc2ccccc2C2=NC(CC(=O)NCc3ccc4c(c3)OCO4)C(=O)N12 (stereo not drawn),-11.3,-8.7,-11.2[fluorescence artefact?],99.7,105.4,7.3,86.5,108.7,4.5
CCOC(=O)C1=C(N)N2C(=O)CSC2=C(C(=O)OC)C1,.,-2.8,-3.3,96.4,94.1,0.4,94.4,104.8,3.5
Cc1cccc(S(=O)(=O)c2c(N)n(/N=C/c3ccco3)c3nc4ccccc4nc23)c1,7.2,1.3,9.9,82.0,92.4,8.7,79.7,252.6*,11.0
N#Cc1nc(COc2cccc(Cl)c2)oc1N1CCCC1,0.0,0.4,-5.3,99.8,104.8,-3.1,96.1,95.5[fluorescence artefact?],-1.0
COc1cccc(CNC(=O)Cn2c(=O)oc3ccccc32)c1OC,-29.8,1.9,2.5[fluorescence artefact?],97.8,105.5,-0.5,92.2,100.5,-12.2
COc1ccc(CNc2nc3c(c(=O)[nH]c(=O)n3C)n2CCCc2ccccc2)cc1,3.5,-7.4,-5.5,92.0,104.6,4.4,101.9,102.6,-1.4
CC(=O)Nc1ccc(C(=O)CSc2nnc(-c3ccc(O)cc3)n2CC2CCCO2)cc1 (stereo not drawn),9.7,35.2[fluorescence artefact?],15.8,100.4,105.7,2.8,105.3,88.4,12.8
Cc1cc(C)cc(NC(=S)NCC2CCCO2)c1 (stereo not drawn),-4.3,-5.2,-10.2[fluorescence artefact?],92.8,92.1,3.7,94.6,107.3,-7.4
COCC(=O)Nc1cc(OC)cc(OC)c1,1.1,4.6,-6.9,105.8,102.6,0.0,95.2,118.8,4.0
Cc1cc(C(=O)N2CCN(c3ccccn3)CC2)c(C)o1,.,-5.2,-0.1,92.1,95.5,0.3,99.8,108.8,-10.4
CCOC(=O)Cn1c(=O)oc2cc(S(=O)(=O)NC3CCCc4ccccc43)ccc21 (stereo not drawn),5.4,4.5,5.5,91.1,96.1,7.8,93.2,93.4,3.5
CC(=O)Nc1cccc(-c2cnc3ccccc3n2)c1,-1.3,-2.3,-12.2,78.8,96.1,4.0,91.9,145.5,7.2
CC(SC1CCCC1)C(=O)NC(C)(C#N)C(C)C (stereo not drawn),1.6,3.2,-0.2,87.1,88.7,4.6,97.8,118.2,6.5
Cc1c(Cl)cccc1Nc1nc(N)nc(CN2CCCCCC2)n1,1.7,-8.9,-9.2,65.2,102.3,3.3,98.8,88.8,0.3
c1ccc(Nc2c3c(nc4ncnn24)CCC3)cc1,.,-11.2,-6.7,87.1,89.4,8.0,82.9,94.9,-0.6
O=C(CCNS(=O)(=O)c1cccc2nsnc12)NCCc1ccccc1,.,3.4,-3.8,100.7,93.7,4.8,97.2,104.3,-6.1
O=C(O)Cn1nnnc1SCC(=O)Nc1ccc(OC(F)(F)F)cc1,-6.3,-11.6,3.1,100.9,103.7,7.3,95.1,105.1,12.4
c1nc(N2CCNCC2)c2sc3nc(N4CCOCC4)c4c(c3c2n1)CCC4,.,14.6,-2.5,7.9*,4.0*,6.5,72.4,96.3,1.6
C=CCc1cccc(CNc2nc3ccccc3n2C(C)C)c1O,8.0,8.5[fluorescence artefact?],19.1[fluorescence artefact?],59.5,89.9,6.7,64.3,98.3,-10.9
CCCC(=O)Nc1c2c(nn1-c1ccc(OC)cc1)CS(=O)(=O)C2,4.5,0.7,6.5,85.5,90.8,6.3,85.5,112.6,1.6
CCOC(=O)c1cc2sc(C)cc2n1CC(=O)NCc1ccc(F)cc1,-10.0,5.4[fluorescence artefact?],33.9[fluorescence artefact?],30.4*,94.9,4.1,66.9,238.5*[fluorescence artefact?],22.9[fluorescence artefact?]
CCN(CC)c1ccc(/C=C2\C(=O)N(c3ccc([N+](=O)[O-])cc3)N=C2N2CCOCC2)cc1,0.5,-13.4,-9.3,104.8,104.2,4.8,94.4,94.5,9.5
CC(=O)N1CCc2cc(Br)cc(S(=O)(=O)NCCCN3CCC(C)CC3)c21,-8.3,-6.4,-3.5,87.5,92.3,10.7,96.0,125.6,3.5
Cc1c(NC(=O)CSc2nnnn2Cc2ccccc2)c(=O)n(-c2ccccc2)n1C,6.1,-2.2,3.5,92.6,96.7,0.5,92.0,134.2,-0.7
Cc1cccc(C)c1OCC(O)CN (stereo not drawn),.,-9.0,1.2,86.9,100.1,0.6,106.2,96.8,-4.9
COc1ccc(C(=O)Nn2c(SCC(=O)NC3CCCC3)nc3ccccc3c2=O)cc1,-6.4,10.0,22.7[fluorescence artefact?],99.6,101.2,6.6,88.6,87.7,-10.5
CCOC(=O)c1ccccc1NC(=O)COc1cc(=O)n(CC)c2ccccc12,0.1,18.7[fluorescence artefact?],45.2,86.8,98.2,5.3,68.8,277.7*[fluorescence artefact?],5.0
O=C(CN1CCN(c2ccccn2)CC1)Nc1cccc(C(F)(F)F)c1,.,-25.4,-11.2,82.7,104.5,2.3,105.8,110.8,-1.8
CC(C)OC(=O)CSc1nnc(-c2ccccn2)n1-c1ccccc1,-0.8,-7.4,-7.0,87.7,94.1,2.0,89.4,87.6,15.7
COC(=O)Cc1c(C)c2ccc(OC(=O)c3ccccc3)cc2oc1=O,11.7,15.2,-3.0,79.4,97.3,1.3,89.4,82.0,3.3
CCOC(=O)C1CCCN(C(=O)c2ccc(CS(=O)(=O)c3ccc(C)cc3)o2)C1 (stereo not drawn),-1.7,36.5,55.2*,84.8,88.6,2.4,96.5,66.2[fluorescence artefact?],12.2
CCOC(=O)/C=C1\NC2(CCCCC2)Cc2cc(OC)c(OC)cc21,-8.2,-7.1,-11.4,80.5,89.1,8.1,83.7,114.2,6.5
Cc1cccc(NC(=O)Cn2cnc3sc(C)c(S(=O)(=O)N4CCC(C)CC4)c3c2=O)n1,-11.1,4.2,-6.4,84.6,98.1,6.8,105.2,87.2,0.8
CC(C)(C)CC(C)(C)NCC(O)COc1c(F)cc(Br)cc1F (stereo not drawn),-9.3,-1.2,-6.5,9.7*,76.2,3.0,98.6,103.0,10.5
O=C(c1cccs1)N1CCN=C1SCc1ccccc1,5.6,-7.3,-12.0[fluorescence artefact?],88.0,99.7,3.6,79.7,98.2,8.9
O=C(COc1ccc(F)cc1)N(CC1=CCS(=O)(=O)C1)c1ccccc1,6.3,-3.4,3.1,87.4,95.8,1.7,97.6,110.6,-7.4
Cc1cccc(NC(=O)CN2C(=O)NC(Cc3ccccc3)C2=O)c1 (stereo not drawn),-3.9,-10.6,-5.3,112.8,101.2,-4.6,104.6,109.7,-17.0
O=C(Nc1c(-c2ccccc2)nc2c(Br)cc(Br)cn12)c1ccco1,18.7,-6.0[fluorescence artefact?],-3.7[fluorescence artefact?],29.5*,.,3.8,91.8,164.1[fluorescence artefact?],5.1[fluorescence artefact?]

# Some of the compounds tested, so the mix of outcomes need not match the whole.
